# hiPSC survival: enhancers of single-cell hiPSC survival, primary screen, ATPlite luminescence | 100% = ROCK inhibitor wells, 0% = DMSO | survival enhancement, % at 20 µM | 360,000 tested, 0.044% active | AID 602274, 2012; in the data active = survival enhancement above about 18%;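 note: cells exposed to compounds for 16 hours before the ATP read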
# HIF-2a block: HIF-2a reporter inhibitors, primary screen, luminescence, 786-0 RCC cells; 786-0 RCC cells HIF-2a reporter, luciferase luminescence, overnight; inhibition, % at 18.8 µM; 360,000 tested, 0.72% active;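 active = inhibition of the luminescence signal of 40% or more relative to plate controls, in a single-dose primary screen at 18.75 µM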
# Peg3 promoter: Peg3 promoter-driven luciferase inhibitors, primary screen, cell-based, HeLa, luciferase luminescence | inhibition, % at 20 µM | 360,000 tested, 1.7% active | HeLa PEG-Prom luciferase reporter, overnight;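 active = inhibition of at least 50% at 20 µM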
# NR2E3 ag-1: NR2E3 agonists in two-hybrid cells, primary screen, cell-based, luminescence, CHO-S, Gal4-NCOR/VP16-NR2E3; luciferase; AID 602229, 2012; inhibition of corepressor binding, % at 3.98 µM; 360,000 tested, 0.35% active;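 active = inhibition above the mean of all tested compounds plus 3 SD, cut at about 70% in these data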;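 note: 0% = DMSO with NR2E3 transfected cells and 100% = cells lacking NR2E3 construct; higher means lower luciferase signal from less NR2E3 corepressor binding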
# Target sequence (Q9Y5X4 whole entry, looked up, the tested form may be a part): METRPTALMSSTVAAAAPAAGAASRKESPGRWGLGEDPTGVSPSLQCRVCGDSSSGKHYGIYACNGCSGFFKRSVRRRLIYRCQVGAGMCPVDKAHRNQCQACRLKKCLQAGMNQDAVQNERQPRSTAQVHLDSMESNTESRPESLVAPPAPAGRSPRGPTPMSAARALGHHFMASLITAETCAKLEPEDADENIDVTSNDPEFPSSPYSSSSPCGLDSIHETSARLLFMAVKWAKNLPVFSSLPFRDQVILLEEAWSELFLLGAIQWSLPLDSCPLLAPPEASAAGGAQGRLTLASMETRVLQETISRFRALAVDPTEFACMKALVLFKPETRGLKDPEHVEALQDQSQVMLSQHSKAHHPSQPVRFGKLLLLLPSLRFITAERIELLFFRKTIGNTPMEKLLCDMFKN
# NR2E3 ag-2: inhibitors of NR2E3-RetCOR corepressor binding, primary screen, NR2E3 agonist project, biochemical, TR-FRET, GST-NR2E3, biotin-RetCOR. Photoreceptor-specific nuclear receptor (Homo sapiens), Q9Y5X4. 1536-well. inhibition of corepressor binding, % at 4.78 µM. 320,000 tested, 0.12% active. AID 2300, 2010;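 active = percent inhibition above the cutoff of mean plus 3 SD of all tested compounds, set per screening campaign, cut at about 20% in these data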;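 note: 0% = DMSO wells and 100% = biotin wells as full block of FRET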
#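 System: GST-tagged NR2E3 plus biotinylated RetCOR corepressor; Amount: 1.35 nM GST-tagged NR2E3 final; Dosing: single nominal compound dose of 4.8 µM; Schedule: 5 h incubation at 4 °C; Technique: TR-FRET with europium anti-GST and streptavidin-D2, 340 nm excitation; Controls: biotin wells as high control, 0.6% DMSO wells as low control.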
# aDG glyco act: activators of alpha-DG glycosylation, primary screen, uHTS, Pro5-aDG cells, AlphaScreen. alpha-DG glycosylation AlphaScreen (IIH6); 0% Pro5, 100% B10-LARGE cell signal. activation, % at 10 µM. 360,000 tested, 0.22% active. AID 624168, 2012;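 active = activation of at least 8% versus controls, or a plate z-score of at least 8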;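 note: Pro5 are CHO cells carrying HIG-tagged alpha-DG that lacks glycosylation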
# Shn3 3UTR inh: reduction of Shn3 3'UTR firefly luciferase signal, primary screen, Schnurri-3 inhibitor project, cell-based, Clone20 osteoblasts, set 2; Clone20 osteoblast Shn3 3'UTR firefly luciferase, 24 h; inhibition, % at 12.5 µM; 360,000 tested, 0.52% active;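 active = mean inhibition of at least 75% with every replicate also reaching 75%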;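 note: 0% = median of neutral control wells and 100% = pilot-screen positive control compound; some compounds past the cut are filed as inactive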
# TRPM1 prom inh: inhibitors of MITF-dependent TRPM1 promoter reporter, primary screen, cell-based, SK-MEL-5, single point, luciferase; AID 488899, 2010; inhibition, % at 12.5 µM; SK-MEL-5 TRPM1 promoter luciferase, 24 h; 330,000 tested, 0.83% active;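 active = mean inhibition across replicates of 60% or more, whatever share of single replicates reaches that level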; note: values of inactives mirror those of a sister screen read the other way
# KKLEB cytotox: cytotoxicity in KKLEB CF airway cells, primary screen, cytotoxicity control for CF NF-kB inhibitor project, cell-based, uHTS, fluorescence assay plates; activity change (cytotoxicity), % at 5 µM; AID 602141, 2011; KKLEB CF airway cells viability, ATPlite luminescence, overnight; hits give low values; cells stimulated with P. aeruginosa culture filtrate; 360,000 tested, 0.36% active;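 active = corrected activity change at or below -50% at 5 µM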
# TWEAK-Fn14 inh: inhibitors of TWEAK-Fn14 signaling, primary screen, luciferase reporter cells, uHTS; TWEAK-stimulated Fn14 reporter cells, luciferase luminescence, 8 h; inhibition, % at 10 µM; 360,000 tested, 2% active; in the data active = inhibition above about 50%
# CF NFkB inh: inhibitors of PAF-induced NF-kB signaling, primary screen, cell-based, GFP fluorescence, uHTS | KKLEB NF-kB-GFP reporter, GFP fluorescence overnight | inhibition, % at 5 µM | 360,000 tested, 0.86% active;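 active = at least 50% inhibition at 5 µM, scaled per plate between neutral and stimulator controls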;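 note: PAF is a Pseudomonas aeruginosa culture filtrate used as stimulus; plate controls were PAF-stimulated DMSO wells for no effect and unstimulated DMSO wells for full effect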
# Numbers without * were called inactive; · = not tested or not shown.
1) CC(C)c1ccc(OCC(=O)Nc2ccc3oc(=O)ccc3c2)cc1
2) CC1CCCN(C(=O)CSc2ncccn2)C1 (centres undefined)
3) CC1CC(C)CN(S(=O)(=O)N2CCCC(C(=O)NCc3ccccc3Cl)C2)C1 (centres undefined)
4) CCCc1[nH]nc2c1C(CCC)C(C#N)=C(N)O2 (centres undefined)
5) Cc1ccc(OCc2ccc([N+](=O)[O-])cc2)c([N+](=O)[O-])n1
6) Cc1ccc(NC(=O)CC2OC(=O)c3ccccc32)cc1S(=O)(=O)N1CCCCCC1 (centres undefined)
7) CCCCNC(=O)NS(=O)(=O)c1ccc(C)cc1
8) O=C(N1CCOCC1)N1c2ccccc2Sc2ccccc21

Compound | 1 | 2 | 3 | 4 | 5 | 6 | 7 | 8
hiPSC survival | 0.1 | -0.2 | -0.1 | 10 | 0.6 | -0.4 | 0.0 | -2.9
HIF-2a block | -17 | -29 | 16 | 11 | -241 | 24 | -9 | -3
Peg3 promoter | 5 | -17 | 20 | -1 | -236 | 14 | -8 | 22
NR2E3 ag-1 | 0 | -24 | -25 | 0 | -71 | 14 | 11 | -5
NR2E3 ag-2 | 4 | 2 | 0 | 2 | 1 | 3 | -5 | -2
aDG glyco act | -0.1 | 0.0 | 0.2 | -0.1 | -0.2 | -0.2 | -0.2 | -0.1
Shn3 3UTR inh | 5 | -7 | 22 | -14 | -50 | 3 | -5 | -6
TRPM1 prom inh | 0 | -5 | 9 | 5 | -135 | 25 | 10 | -6
KKLEB cytotox | -1 | -2 | 3 | 2 | 22 | 2 | 5 | 1
TWEAK-Fn14 inh | 27 | -2 | 20 | 10 | -22 | 48 | -6 | 1
CF NFkB inh | -47 | 0 | -10 | 2 | -31 | 0 | 4 | -6

9) CCS(=O)(=O)N1CCN(c2ncnc3sc(C)c(C)c23)CC1
10) COc1ccc(C)cc1NC(=O)COC(=O)c1ccc([N+](=O)[O-])o1
11) CC(C)(C)c1nnc(NC(=O)Cc2ccc(Br)cc2)s1
12) CCCCN(C(=O)c1ccc2c(c1)S(=O)(=O)N=C1CCCCCN12)c1c(N)n(CC(C)C)c(=O)[nH]c1=O
13) CCCCn1c(N)c(N(CC)C(=O)c2ccccc2F)c(=O)[nH]c1=O
14) CCOc1ccc(NC(=O)CCC(=O)O)cc1
15) CC(OC(=O)CN1C(=O)C2CCCCC2C1=O)C(=O)Nc1ncc(Cl)cc1Cl (centres undefined)
16) CCOC(=O)N1CCN(c2ncnc3scc(-c4ccc(Cl)cc4)c23)CC1

Compound | 9 | 10 | 11 | 12 | 13 | 14 | 15 | 16
hiPSC survival | 0.0 | 0.5 | 0.7 | 1.8 | 0.1 | -2.2 | -0.9 | 0.5
HIF-2a block | 5 | 3 | -5 | 3 | 12 | 13 | 6 | 1
Peg3 promoter | -47 | -2 | -2 | -11 | -3 | 12 | 9 | 35
NR2E3 ag-1 | 7 | -3 | 5 | 9 | -10 | -24 | 6 | -12
NR2E3 ag-2 | 2 | 3 | 1 | · | 1 | 0 | 1 | 3
aDG glyco act | 0.1 | 0.1 | -0.2 | 0.1 | 1.0 | 0.0 | -0.3 | 0.4
Shn3 3UTR inh | -29 | 6 | 5 | -23 | 27 | -5 | -6 | 32
TRPM1 prom inh | 2 | -3 | -18 | -3 | 0 | -5 | -5 | 32
KKLEB cytotox | -7 | 9 | -4 | -11 | -8 | -3 | 8 | -10
TWEAK-Fn14 inh | -11 | 32 | -17 | 15 | 7 | 18 | -5 | -15
CF NFkB inh | 7 | -1 | -6 | -20 | 5 | -1 | -12 | 29

17) Cc1nc([N+](=O)[O-])c(SCC(N)=O)n1Cc1ccccc1
18) CC(C)(C)C1CCc2c(sc3nc(SCC(N)=O)nc(N)c23)C1 (centres undefined)
19) O=C(NCCCN1CCCC1=O)c1ccc2c(=O)n(Cc3ccco3)c(=S)[nH]c2c1
20) CCOc1ccc(-n2c(-c3ccco3)nc3c(cnn3-c3ccc(C)cc3)c2=O)cc1
21) Nc1ccc(CCS(N)(=O)=O)cc1
22) Cc1ccc(NC(=O)CNc2cccc(S(=O)(=O)N3CCCC3)c2)cc1F
23) CCc1nc2c(OCc3ccc(F)cc3)cccn2c1N(C)C(=O)C(C)C
24) Cc1nn2c(=O)cc(COC(=O)c3c(F)cccc3Cl)nc2s1

Compound | 17 | 18 | 19 | 20 | 21 | 22 | 23 | 24
hiPSC survival | -0.4 | 5.5 | 6.9 | -0.2 | 3.8 | -0.4 | 2.3 | 1.2
HIF-2a block | 13 | -178 | 15 | 7 | 14 | 11 | 9 | -206
Peg3 promoter | 7 | -268 | 25 | -20 | 5 | 2 | 0 | -238
NR2E3 ag-1 | -4 | -46 | -10 | 17 | 0 | 40 | 9 | -39
NR2E3 ag-2 | 0 | 1 | 4 | 5 | 0 | 0 | · | 3
aDG glyco act | 0.2 | -0.1 | 0.0 | -0.3 | -0.2 | 0.5 | 0.4 | -0.3
Shn3 3UTR inh | -7 | -8 | 2 | 19 | -73 | 30 | 5 | -114
TRPM1 prom inh | 6 | -78 | 3 | 16 | -2 | 4 | · | -58
KKLEB cytotox | 7 | -9 | -8 | 3 | -7 | 22 | -7 | -6
TWEAK-Fn14 inh | 2 | -15 | -10 | 13 | 1 | 8 | -23 | -15
CF NFkB inh | 4 | 2 | 1 | 9 | 8 | -34 | 23 | -2

# Profiles as entered above. Order of values: hiPSC survival	HIF-2a block	Peg3 promoter	NR2E3 ag-1	NR2E3 ag-2	aDG glyco act	Shn3 3UTR inh	TRPM1 prom inh	KKLEB cytotox	TWEAK-Fn14 inh	CF NFkB inh
# Record of CC(C)(C)c1nnc(NC(=O)Cc2ccc(Br)cc2)s1 = 0.7	-5	-2	5	1	-0.2	5	-18	-4	-17	-6
# Record of CCc1nc2c(OCc3ccc(F)cc3)cccn2c1N(C)C(=O)C(C)C = 2.3	9	0	9	·	0.4	5	·	-7	-23	23
# Record of CCOc1ccc(-n2c(-c3ccco3)nc3c(cnn3-c3ccc(C)cc3)c2=O)cc1 = -0.2	7	-20	17	5	-0.3	19	16	3	13	9
# Record of CC1CCCN(C(=O)CSc2ncccn2)C1 (centres undefined) = -0.2	-29	-17	-24	2	0.0	-7	-5	-2	-2	0
# Record of CC(C)c1ccc(OCC(=O)Nc2ccc3oc(=O)ccc3c2)cc1 = 0.1	-17	5	0	4	-0.1	5	0	-1	27	-47

# (next part)
25) CN1CCN(c2nc(-c3ccc(Cl)cc3Cl)nc3ccccc23)CC1
26) Cc1ccc(C)c(NC(=O)CSc2nnc(-c3ccncc3)o2)c1
27) CS(=O)(=O)N(CC(=O)NC1CC2CCC1C2)c1cccc(C(F)(F)F)c1 (centres undefined)
28) CCOC1=C2[C@@H](CN(S(=O)(=O)c3ccccc3)[C@H]2c2ccccc2)[C@H]2C(=O)N(c3ccccc3)C(=O)[C@H]2C1
29) CC(C)CCN1CCN(Cc2cccc(-n3cccn3)c2)CC1CCO (centres undefined)
30) CCOc1ccc(C=NNc2ccc(S(=O)(=O)Nc3ccccc3C(=O)O)cc2[N+](=O)[O-])cc1OC
31) Nc1scc2c(C(=O)N/N=C/c3ccc(Cl)cc3)nn(-c3ccccc3)c(=O)c12
32) CN(CC(=O)Nc1ccccc1Br)C(=O)c1ccccc1-c1nc2ccccc2s1

Compound | 25 | 26 | 27 | 28 | 29 | 30 | 31 | 32
hiPSC survival | -0.2 | 2.9 | 0.8 | -0.1 | -0.8 | -0.3 | -1.8 | 0.5
HIF-2a block | 7 | 15 | 6 | -16 | 11 | 18 | -12 | 13
Peg3 promoter | -3 | 13 | 20 | -15 | 4 | 20 | -1 | 18
NR2E3 ag-1 | -36 | -14 | 7 | -11 | -30 | 14 | -36 | -9
NR2E3 ag-2 | 2 | -3 | 3 | · | 0 | · | 4 | 2
aDG glyco act | 0.2 | 0.0 | -0.3 | 0.1 | 0.0 | -0.6 | 0.0 | 0.0
Shn3 3UTR inh | -1 | -6 | -18 | -21 | · | -21 | 14 | 5
TRPM1 prom inh | -16 | · | 0 | · | -2 | -3 | 0 | -2
KKLEB cytotox | -10 | -5 | 6 | 4 | 3 | -14 | -12 | 0
TWEAK-Fn14 inh | 7 | -12 | 4 | 1 | -24 | 8 | -6 | -1
CF NFkB inh | 18 | 7 | -1 | 2 | -18 | 18 | -29 | 12

33) CCOCCCN(C(=O)CNC(=O)c1ccco1)C(C(=O)NC1CCCC1)c1ccccc1C (centres undefined)
34) COc1ccc(N/C(=C/[N+](=O)[O-])SC)cc1
35) CC(C)Cn1c2c(c(=O)[nH]c1=O)C(NS(=O)(=O)c1ccc(Cl)cc1)(C(F)(F)F)C(=O)N2 (centres undefined)
36) CCC1(C)NC(C(=O)O)Cc2c1[nH]c1ccccc21 (centres undefined)
37) COc1cccc(NC(=S)N(CCc2c(C)[nH]c3ccccc23)Cc2cccs2)c1
38) Cc1cc2n(n1)C(c1ccccc1Cl)Nc1ccccc1-2 (centres undefined)
39) Cc1cccc(NCC(=O)N/N=C/c2ccc(Br)cc2)c1

Compound | 33 | 34 | 35 | 36 | 37 | 38 | 39
hiPSC survival | -0.5 | 0.9 | 2.3 | 0.8 | 0.5 | -2.1 | -0.9
HIF-2a block | 10 | -1 | 7 | 13 | 4 | 2 | 0
Peg3 promoter | -2 | 12 | 2 | 14 | 22 | 3 | 8
NR2E3 ag-1 | -10 | -13 | -13 | -26 | -16 | -7 | 24
NR2E3 ag-2 | -1 | 4 | 1 | 0 | 2 | 2 | 1
aDG glyco act | -0.3 | 0.2 | 0.0 | 0.0 | 5.2 | 0.5 | -0.6
Shn3 3UTR inh | -2 | -16 | -11 | -44 | 22 | -13 | 2
TRPM1 prom inh | -4 | -11 | 3 | 13 | 6 | 14 | 2
KKLEB cytotox | 1 | -9 | 9 | -14 | -18 | -6 | -2
TWEAK-Fn14 inh | -9 | -24 | -9 | -8 | 32 | -12 | 9
CF NFkB inh | -8 | -2 | 6 | -6 | 27 | 2 | 10
